High-throughput results from PubChem BioAssay.
Texas Red fluor – Texas Red region autofluorescence; Compound fluorescence, Texas Red channel, 547/618 nm; hits give high values; 59,000 compounds, 0.06% hits; max dye-equivalent concentration, M; in the data active = max dye-equivalent concentration above about 10 nM; inconclusive = between about 1.1 nM and that limit
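Compound fluorescence was read after 15 min at room temperature in 100 mM Tris, pH 8.0, using 547 nm excitation and 618 nm emission across a concentration series. It was expressed as Texas Red dye-equivalent concentration from an on-plate standard curve.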
Fluorescein autfl – compound fluoresces in the fluorescein spectral region; Compound autofluorescence, 480/540 nm, fluorescein-equivalent; hits give high values; max fluorescein-equivalent concentration, M; 59,000 compounds, 0.91% hits; in the data active = max fluorescein-equivalent concentration above about 10 nM; inconclusive = between about 1.1 nM and that limit
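Values reflect compound autofluorescence, normalized to fluorescein on the same plate and reported at each tested concentration. Conditions: 100 mM Tris pH 8.0, room temperature, 15 min, excitation 480 nm, emission 540 nm.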
4-MU autofl – compounds fluorescent in 4-MU spectral region. compound autofluorescence, 340/450 nm, 4-MU equivalents; hits give high values. max dye-equivalent concentration, M. 59,000 compounds, 11% hits. AID 589; in the data active = max dye-equivalent concentration above about 10 nM; inconclusive = mostly about 1.1 nM to 9.6 nM
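Compounds in 100 mM Tris, pH 8.0, incubated 15 min at room temperature, then fluorescence read at 340 nm excitation/450 nm emission. Signal converted to 4-MU dye-equivalent concentration using an on-plate six-point 4-MU standard curve.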
Ub-GFP proteasome – proteasome inhibitors stabilizing ubiquitin-GFP reporter; Ubiquitin-GFP reporter cells, proteasome inhibition, GFP fluorescence; response scale: untreated = 0%, 10 µM MG-132 = 100%; Potency, µM (series often up to 45.9 µM), for inactives: at the highest dose activation (GFP accumulation), hits mostly activators; 67,000 tested, under 10 active; active = well fitted activation curve with a large enough effect, not every such curve was filed as active; inconclusive = small, poorly fitted or top-dose-only effect, or another doubt; inactive = no such curve, though single readings can be large or run the other way; note: potency is the fitted concentration of half-maximal effect
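Proteasome block read as GFP accumulation: ubiquitin(G76V)-GFP U2OS cells exposed to compound (2.9 nM–46 uM) for 4 hr at 37 C. Normalization used untreated cells as 0% and 10 uM MG-132 as 100%; concentration-response curves fitted.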
HBB splicing – modulators of hemoglobin beta chain splicing. 65,000 compounds, 0.06% hits. Potency, µM (titrated, usually from 46.1 µM), inactives show at the top dose activation, most hits filed as activators. HBB splicing reporter cell assay, activation; EGFP reporter with mutant IVS2-654 intron; response scale: normalised to 500 nM splice-correcting PNA. AID 925; note: potency is the fitted concentration of half-maximal effect; 0% is about no effect
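Compounds were applied for 2 days to HeLa EGFP-654 cells, 500/well in Optimem with 2% FCS. The reporter's EGFP is disrupted by mis-splicing of beta-globin intron IVS2-654. Readout: summed well GFP fluorescence from 488 nm laser scanning; reference was 500 nM antisense […] 654 PNA.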
Hsp90 Hop PPI – changes Hsp90-Hop TPR2A binding signal, up or down | AlphaScreen TPR2A-His6 binding biotin-Hsp90 C-terminal peptide | Potency, µM (highest dose often 57 µM), for the others: top-dose activity change, negative = inhibition | 71,000 compounds, 0.44% hits; active = well fitted curve in either direction with a large enough effect; inconclusive = small, poorly fitted or top-dose-only effect, or another doubt; note: potency is the fitted concentration of half-maximal effect; % is set by controls: 0 for no effect and ±100 for the full control effect; many of its hits are not listed in these tables
CRE-bla Fsk – CRE-bla signaling modulation under forskolin stimulation. Potency, µM (series often up to 38.2 µM), without a hit: at the top dose activity change, negative = inhibition, actives largely listed as activators. 71,000 compounds, 2.5% hits. CHO CRE-bla reporter (cAMP response element driving beta-lactamase), forskolin EC10, beta-lactamase ratio; active = well fitted activation curve with a large enough effect in the signal ratio, with a control signal flat, not every such curve was filed as active; inconclusive = small, poorly fitted or top-dose-only effect, or effect the other way, or a change in a side signal; the % refers to the signal ratio; note: potency is the fitted concentration of half-maximal effect; % of control where 0% means no effect
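Using CellSensor CRE-bla CHO cells in Opti-MEM with 0.5% dialyzed FBS, compounds were titrated with EC10 NKH 477 for 3 h at 37 °C. CCF4 ratio (460/530 nm) gave %Activity; AC50 derived.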
ERK AVP inh – inhibitors of vasopressin-stimulated ERK signaling pathway; 72,000 compounds, 0.99% hits; Potency, µM (doses to about 57.5 µM), without a hit: at the highest dose activity, negative = inhibition, hits mostly inhibitors; HEK293-V1b, vasopressin-stimulated pERK AlphaScreen; note: potency is the fitted concentration of half-maximal effect; % is set by controls: 0 for no effect and ±100 for the full control effect; nearly all actives have a fitted effect of over 55% in size
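Overnight-seeded V1b-HEK293 cells in 1% FBS got compound, then vasopressin (25 nM final, 5 min, 37C), then lysis buffer. AlphaScreen detection of phospho-ERK; activity normalized to basal and full-stimulation controls.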
A350 autofl – A350 region autofluorescence | 59,000 compounds, 11% hits | Compound autofluorescence, 340/450 nm, Alexa 350 dye-equivalents; hits give high values | AID 590 | max dye-equivalent concentration, M; in the data active = max dye-equivalent concentration above about 10 nM; inconclusive = mostly about 1.1 nM to 9.6 nM
Epigenetic mod – epigenetic modulators derepressing GFP locus in mouse cells; 68,000 compounds, 0.09% hits; mouse C127i GFP locus derepression, cytometry, 30 h; Potency, µM (doses to about 46.1 µM), for inactives: at the highest dose GFP derepression (activation); note: % of control where 0% means no effect
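Locus derepression in mouse mammary C127i cells whose integrated CMV-GFP reporter is normally silent; GFP expression after 30 h compound treatment was quantified by counting fluorescent cells.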
Luciferase inh – firefly luciferase inhibition; Potency, µM (doses to about 57.1 µM), for inactives: at the highest dose activity change, negative = inhibition, hits mostly inhibitors; purified firefly luciferase, luminescence, 8 min; 72,000 compounds, 2.2% hits; P08659; AID 411; note: potency is the fitted concentration of half-maximal effect; % is set by controls: 0 for no effect and ±100 for the full control effect; nearly all actives have a fitted effect of over 40% in size
Target sequence (P08659 whole entry, looked up): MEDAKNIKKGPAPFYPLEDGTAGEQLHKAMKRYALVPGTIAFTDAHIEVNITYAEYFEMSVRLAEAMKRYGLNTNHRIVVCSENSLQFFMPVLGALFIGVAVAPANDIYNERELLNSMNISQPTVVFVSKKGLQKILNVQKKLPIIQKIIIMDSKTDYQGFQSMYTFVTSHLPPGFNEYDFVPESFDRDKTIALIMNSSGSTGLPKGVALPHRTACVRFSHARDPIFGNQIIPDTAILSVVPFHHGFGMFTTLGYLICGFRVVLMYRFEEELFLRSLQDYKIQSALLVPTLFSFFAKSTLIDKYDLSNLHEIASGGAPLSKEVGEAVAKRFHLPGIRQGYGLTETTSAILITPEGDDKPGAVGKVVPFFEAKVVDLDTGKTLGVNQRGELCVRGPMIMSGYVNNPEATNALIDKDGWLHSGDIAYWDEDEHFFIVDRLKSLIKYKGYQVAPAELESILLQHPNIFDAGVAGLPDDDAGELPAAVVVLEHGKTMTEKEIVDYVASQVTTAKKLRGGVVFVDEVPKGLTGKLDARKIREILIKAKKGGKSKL
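Inhibition of light generation by firefly luciferase from ATP and luciferin was profiled with concentration-response curves per sample, ATP held at 10 uM within the enzyme's linear range. Plates were read by luminescence after an 8-minute ambient incubation.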
* marks the source's active call; other numbers are inactive results; i = inactive; ? = inconclusive; · = no result given; & = joins results of further samples; [ ] = remark or other dose. Unless noted, calls come from the whole dose curve; as a rule, active = well fitted curve in the direction sought with a large enough effect; inconclusive = small, poorly fitted or top-dose-only effect, or another doubt; inactive = no such curve, though single readings can be large; an effect the other way counts as inactive or inconclusive. This is a subset; the hit share may differ from the screen's.

Results follow in this order: Fluorescein autfl	HBB splicing	Ub-GFP proteasome	CRE-bla Fsk	Luciferase inh	4-MU autofl	Hsp90 Hop PPI	Texas Red fluor	ERK AVP inh	Epigenetic mod	A350 autofl
1	CCn1cc(C(=O)OCC(=O)Nc2ccc(S(=O)(=O)N3CCCC3)cc2)c(=O)c2ccc(C)nc21
→ i	1.7%	3%	?	1%	i	0%	i	26%	2%	i
2	COCCNC(=O)NC(=O)COC(=O)Cc1ccc2c(c1)OCCO2
→ i	4.5%	2%	0%	-1%	i	0%	i	2%	-3%	i
3	N#CCCN1CCN(Cn2c3ccccc3c3ccccc32)CC1
→ i	·	-3%	-1%	-1%	i	5%	i	14%	0%	i
4	COc1cc(OC)c(C2N(c3ccc(Cl)c(Cl)c3)C(=O)C3CCCN32)cc1OC (stereo unspecified)
→ i	-1.0%	-10%	14%	-1%	?	-2%	i	-9%	0%	?
5	NC(=O)CSc1nnc(Cc2ccc3c(c2)OCO3)n1C1CCCCC1
→ i	-0.3%[57.5 µM]	1%	-5%	-2%	i	-1%	i	?	2%	i
6	O=C(O)[C@H]1CCCN(CCC=C(c2ccccc2)c2ccccc2)C1
→ i	-0.5%	0%&-5%	-2%&-9%	1%&-1%	i	-1%&-2%	?	16%&12%	4%&-1%	i
7	Cc1ccc(N(CC(=O)Nc2cccc(C)c2)S(=O)(=O)c2cccc3nonc23)cc1
→ i	-0.6%	-11%	?	-1%	i	-11%	i	6%	2%	i
8	CC(Cc1ccc(O)c(O)c1)C(C)Cc1ccc(O)c(O)c1 (stereo unspecified)
→ ?	·	·	·	-4%[25.5 µM]	i	·	i	?	8%[20.6 µM]	i
9	CCNc1ncc2nc(-c3cc(F)cc(F)c3)c(=O)n(C[C@H]3CCCO3)c2n1
→ i	-2.4%	-2%	?	0%[11.4 µM]	1.7e-08M*	-8%	i	18%	-3%[9.22 µM]	1.8e-08M*
10	CCC(C)(C(=O)NC1CCCC1)N(C(=O)c1cnccn1)c1ccccc1 (stereo unspecified)
→ ·	0.8%	-5%	4%	3%	·	-3%[2.3 µM]	·	-6%	·	·
11	CN(C)CCNC(=O)Cn1nc(C(F)F)cc1C1CC1
→ i	0.1%	6%	?	2%	i	2%	i	-11%	3%	i
12	COC(=O)c1ccc(Cn2cnc3ccccc3c2=O)cc1
→ ?	1.1%[57.5 µM]	2%	?	2%	i	0%	i	14%	0%	i
13	CCOc1ccccc1N(CC(=O)NC(C)(C)C)C(=O)Cn1nnc(-c2ccc(C)o2)n1
→ i	·	-5%	-2%	-1%	i	-4%	i	4%	-1%	i
14	Cc1cccc(CNc2ccnc(-c3ccccc3CN(C)C)n2)c1
→ i	-2.3%	1%	0%	1%[2.29 µM]	i	-1%	i	31%[activator]	-3%[9.22 µM]	i
15	O=C(Nc1cccc(F)c1)N1CCCC2(CCN(C(=O)c3csnn3)CC2)C1
→ i	1.4%	1%	-2%	2%[11.4 µM]	i	-2%	i	14%	12%[9.22 µM]	i
16	O=C(Nc1nnc(CC(=O)N2CCOCC2)s1)c1cccs1
→ i	0.3%	7%	-3%	1%	i	-4%	?	-8%	-3%	i
17	C=CCOc1cccc(C2/C(=C(\O)c3ccc(F)cc3)C(=O)C(=O)N2CCN(C)C)c1 (stereo unspecified)
→ ?	4.8%[57.5 µM]	-2%	1%	3%	i	-3%	?	5%	-2%	i
18	CCC(c1nnnn1CCc1ccccc1)N(Cc1ccco1)Cc1cc2cccc(C)c2[nH]c1=O (stereo unspecified)
→ i	·	-3%	9%	0%	i	-10%	i	-9%	2%	i
19	Cc1ccc(CNc2ncc(-c3ccc4c(c3)OCO4)n2C)cc1
→ ?	-1.8%	2%	?	-5%	i	-8%	?	-2%	0%	i
20	CCC(C)(C(=O)NC1CCCCC1)N(Cc1ccco1)C(=O)c1cnccn1 (stereo unspecified)
→ ?	-1.8%	-3%	-5%	0%	i	-8%	i	-12%	8%	i

Ordered by value in Luciferase inh (falling): four from the list above.
| cpd | Structure | Luciferase inh |
| --- | --- | --- |
| 12 | COC(=O)c1ccc(Cn2cnc3ccccc3c2=O)cc1 | 2% |
| 18 | CCC(c1nnnn1CCc1ccccc1)N(Cc1ccco1)Cc1cc2cccc(C)c2[nH]c1=O (stereo unspecified) | 0% |
| 2 | COCCNC(=O)NC(=O)COC(=O)Cc1ccc2c(c1)OCCO2 | -1% |
| 19 | Cc1ccc(CNc2ncc(-c3ccc4c(c3)OCO4)n2C)cc1 | -5% |

Single entries from above.
compound 18 @ Ub-GFP proteasome: -3%
compound 7 @ HBB splicing: -0.6%
compound 11 @ Epigenetic mod: 3%

A350 autofl: what is marked active above
no.	SMILES	CRE-bla Fsk	Luciferase inh	4-MU autofl	Hsp90 Hop PPI	Texas Red fluor	A350 autofl
9	CCNc1ncc2nc(-c3cc(F)cc(F)c3)c(=O)n(C[C@H]3CCCO3)c2n1	?	0%[11.4 µM]	1.7e-08M*	-8%	i	1.8e-08M*

(next part)
Results follow in this order: Fluorescein autfl	HBB splicing	Ub-GFP proteasome	CRE-bla Fsk	Luciferase inh	4-MU autofl	Hsp90 Hop PPI	Texas Red fluor	ERK AVP inh	Epigenetic mod	A350 autofl
21	O=C(C1CC1(c1ccccc1)c1ccccc1)N1CCOCC1 (stereo unspecified)
→ i	·	·	·	4%[25.5 µM]	i	·	i	·	0%[20.6 µM]	i
22	Cc1nc2cnc(N3CCOCC3)nc2n(Cc2ccc(F)cc2)c1=O
→ i	-0.5%	9%	?	1%[11.4 µM]	?	-4%	i	-14%	16%[9.22 µM]	?
23	COc1cccc(-c2cc(C(=O)Nc3ccccc3SC)no2)c1
→ i	-1.2%	10%	?	20µM*	i	0%	i	16%	6%	i
24	CCOc1ccc(NC(=O)CN(C)CC(=O)Nc2ccccc2C#N)cc1OCC
→ ?	-1.1%	1%	?	0%	i	-3%	i	-20%	0%	i
25	COc1ccc(CCNC(=O)C2CCN(S(=O)(=O)N3CC(C)CC(C)C3)CC2)cc1OC (stereo unspecified)
→ i	-1.8%	0%	18%	-2%	i	-2%	i	14%	-3%	i
26	Cc1nc(-n2cc(F)c(=O)[nH]c2=O)c2nc(C)oc2n1
→ i	-0.2%[57.5 µM]	2%	-4%	3%	i	-1%	i	28%	-2%	i
27	CC1(C)CC(=O)C(C=NC2CCCCC2)=C(O)C1
→ ·	-1.5%	6%	4%	0%	·	-5%	·	-16%	0%	·
28	CCC(CO)NC(=O)c1cccc(S(=O)(=O)N2c3ccccc3CC2C)c1 (stereo unspecified)
→ ?	0.9%	2%	?	1%	i	-1%	?	-9%	1%	i
29	CN(C)[C@H]1C(=O)C(C(=O)NCN2CCCC2)=C(O)[C@]2(O)C(=O)C3=C(O)c4c(O)cccc4[C@@](C)(O)[C@H]3C[C@@H]12
→ ?	1.3%[20.6 µM]	-4%[20.5 µM]	2%[17.1 µM]	0%[25.5 µM]	?	-12%[26 µM]	i	-2%[25.7 µM]	1%[20.6 µM]	?
30	Fc1cc(Br)ccc1Nc1nc2ccccc2n2nnnc12
→ ·	8.0%	1%	11%	0%	·	0%	·	11%	22%	·
31	CCOC(=O)n1c(SCC(=O)N(CC)CC)nc2ccccc21
→ i	-1.0%[0.369 µM]	·	?	-3%	i	-3%	i	-9%	3%	?
32	Clc1ccccc1Cn1nnc2c(NCC3CC3)ncnc21
→ i	·	0%	?	1%	i	?	i	-17%	-1%	i
33	O=P1(Nn2cnnc2)C=C(c2ccccc2)OC(c2ccccc2)=C1
→ i	0.6%	0%	-9%	5%	i	0%	?	-8%	-2%	i
34	COc1ccc(N2C(=O)CC(NCc3cccc(F)c3)C2=O)cc1 (stereo unspecified)
→ ·	0.6%[9.22 µM]	-4%	1%	-2%	·	-1%	·	?	-2%	·
35	O=C(CN1C(=O)C2CC=CCC2C1=O)Nc1nc2ccccc2[nH]1 (stereo unspecified)
→ ?	-2.4%	1%	?	?	?	-2%	?	-20%	-1%	?
36	CCCN(CCC)S(=O)(=O)c1ccc(C(=O)O)cc1
→ i	-0.3%	0%[20.5 µM]	-2%	-1%&7%[25.5 µM]	i	-2%	i	-10%	-1%&2%[20.6 µM]	i

Full records, looked up by structure:
COc1ccc(CCNC(=O)C2CCN(S(=O)(=O)N3CC(C)CC(C)C3)CC2)cc1OC (stereo unspecified) as listed: Fluorescein autfl = i; HBB splicing = -1.8%; Ub-GFP proteasome = 0%; CRE-bla Fsk = 18%; Luciferase inh = -2%; 4-MU autofl = i; Hsp90 Hop PPI = -2%; Texas Red fluor = i; ERK AVP inh = 14%; Epigenetic mod = -3%; A350 autofl = i
Clc1ccccc1Cn1nnc2c(NCC3CC3)ncnc21 as listed: Fluorescein autfl = i; HBB splicing = ·; Ub-GFP proteasome = 0%; CRE-bla Fsk = ?; Luciferase inh = 1%; 4-MU autofl = i; Hsp90 Hop PPI = ?; Texas Red fluor = i; ERK AVP inh = -17%; Epigenetic mod = -1%; A350 autofl = i
